Tat export inh: inhibitors of E. coli Tat protein transport. hit rate 0.036% among 340,000. AID 488895. inhibition, % at 10 µM. E. coli MC4100 TorA-mCherry Tat export, fluorescence;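 active = mean replicate inhibition at least 50% and at least half of replicates individually reaching 50%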;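 also: exported cargo escapes ClpAP degradation while cytoplasmic cargo is degraded and loses fluorescence; 0% = median of neutral control wells and 100% = median of NaSCN control wells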
SUMO Mot1 rescue: SUMOylation pathway inhibition by Mot1-301 growth rescue; S. cerevisiae Mot1-301 growth rescue, ATP luminescence, 38.5C; percent above DMSO median, 100 means doubled; hit rate 1% among 320,000; AID 2716; growth rescue, % at 18.8 µM;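 active = every valid replicate shows activation above 250% relative to neutral control wells; inactive = the rest, any valid replicate at or below 250%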;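 also: OY570 slx delta 5 strain wells were the positive control but not used for scaling; some compounds called inactive have numbers as strong as hits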
OPRM1-OPRD1 inv: inverse agonist of human OPRM1-OPRD1 heterodimerization | P35372+P41143 | hit rate 0.21% among 340,000 | cell-based MOR-DOR heterodimer luminescence, inverse agonism | inhibition, % at 9.3 µM; in the data active = inhibition above about 22%, passing the limit was not always enough;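 also: 0% = cells with DMSO and 100% = wells without cells with DMSO; values of inactives mirror those of a sister screen read the other way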
PfHsp90 set2: growth inhibition of yeast expressing Plasmodium Hsp90; S. cerevisiae expressing PfHsp90, BacTiter-Glo ATP, 48 h; yeast lacking PDR1 and PDR3 efflux regulators; inhibition, % at 9.4 µM; hit rate 0.32% among 310,000; AID 504621;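 active = every replicate shows inhibition above about 80%, whatever the replicate mean, limit read from the data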;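 also: 0% = DMSO neutral controls and 100% = 20 µM radicicol positive controls; yeast relying on Plasmodium falciparum Hsp90 in place of its own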
PKA-R1A act: activates the PKA-R1A holoenzyme complex. activation, % at 11.4 µM. PKA-R1A dissociation, Cy5-IP20 fluorescence polarization; scaled: DMSO 0%, 113 µM cGMP 100%. hit rate 0.083% among 340,000. P00514+P68181. AID 504707;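 active = percent activation above the mean of all tested compounds plus 3 SD, cut at about 19% in these data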;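 also: higher means more PKAc released from R1A so a rise in polarization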
AddAB inh: less growth of phage-infected E. coli with AddAB; E. coli expressing H. pylori AddAB, absorbance growth; inhibition, % at 11.9 µM; hit rate 0.29% among 330,000; AID 435030; in the data active = inhibition above about 12%;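 also: 0% = vehicle wells of infected cells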
phage Ecoli inh: E. coli growth loss with phage present. inhibition, % at 11.9 µM. hit rate 0.26% among 360,000. growth absorbance. AID 651602; in the data active = inhibition above about 11%
HTR5A inv ag: HTR5A inverse agonism, opioid heterodimer counter-screen; HTR5A cell line, luminescence; inhibition, % at 9.3 µM; hit rate 0.083% among 340,000; in the data active = inhibition mostly above about 23%, no sharp cut-off; inactive = mostly below about 18%;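 also: 0% = cells with DMSO and 100% = no-cell wells with DMSO; some compounds called inactive have numbers as strong as hits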
Target sequence (P47898 whole entry, looked up): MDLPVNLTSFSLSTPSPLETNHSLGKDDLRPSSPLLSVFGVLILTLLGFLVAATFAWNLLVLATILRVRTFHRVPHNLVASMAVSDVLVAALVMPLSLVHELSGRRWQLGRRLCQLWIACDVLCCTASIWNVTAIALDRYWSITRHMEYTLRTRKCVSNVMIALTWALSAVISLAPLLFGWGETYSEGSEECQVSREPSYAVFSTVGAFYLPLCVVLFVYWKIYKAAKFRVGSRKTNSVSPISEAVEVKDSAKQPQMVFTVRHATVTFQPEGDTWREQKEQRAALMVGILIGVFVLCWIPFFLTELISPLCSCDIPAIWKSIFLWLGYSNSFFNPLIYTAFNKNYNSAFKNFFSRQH
Ecoli viability: bacterial growth inhibition, counter-screen for AddAB inhibitors; E. coli V3065 growth, OD600 absorbance, 18 h; inhibition, % at 11.9 µM; hit rate 0.27% among 330,000; AID 449728;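 active = inhibition above the campaign's mean inhibition across all tested compounds plus 3 SD, cut at about 9.9% in these data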;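 also: uninfected addAB+ strain grown without phage in ampicillin broth; 0% = DMSO wells and 100% = ciprofloxacin 0.95 µg/ml wells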
MOR-DOR ag: OPRM1-OPRD1 heterodimerization agonism; P35372+P41143; cells, luminescence; activation, % at 9.3 µM; hit rate 0.3% among 340,000; in the data active = activation above about 18%;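 also: 0% = vehicle-treated cells and 100% = reference agonist; values of inactives mirror those of a sister screen read the other way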
PKA-R2B act: PKA-R2B complex activation | AID 504700 | hit rate 0.079% among 340,000 | PKA-R2B holoenzyme dissociation, Cy5-IP20 fluorescence polarization; R2B truncated from residue 108, S112A mutant; 0% DMSO only, 100% 113 µM cGMP | activation, % at 11.4 µM | P22694+P31323;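 active = activation above a cutoff set at the mean over all compounds plus 3 SD, cut at about 18% in these data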;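 also: higher means more holoenzyme dissociation and a rise in polarization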
Target sequence (P31323 whole entry, looked up, other chains not shown, the tested form may be a part): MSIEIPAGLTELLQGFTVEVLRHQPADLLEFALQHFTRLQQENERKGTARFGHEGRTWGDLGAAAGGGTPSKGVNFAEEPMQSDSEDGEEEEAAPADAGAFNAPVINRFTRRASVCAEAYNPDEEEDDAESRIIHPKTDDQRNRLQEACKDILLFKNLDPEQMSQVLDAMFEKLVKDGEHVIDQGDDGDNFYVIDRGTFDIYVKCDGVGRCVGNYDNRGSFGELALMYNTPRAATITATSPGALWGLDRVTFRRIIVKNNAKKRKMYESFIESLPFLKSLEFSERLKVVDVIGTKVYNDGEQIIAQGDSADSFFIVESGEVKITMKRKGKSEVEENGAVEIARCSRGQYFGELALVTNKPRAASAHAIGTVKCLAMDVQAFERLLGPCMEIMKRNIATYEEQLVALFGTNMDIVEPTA
The depositor's hits bear a star; · = not tested or not shown.

| structure | Tat export inh | SUMO Mot1 rescue | OPRM1-OPRD1 inv | PfHsp90 set2 | PKA-R1A act | AddAB inh | phage Ecoli inh | HTR5A inv ag | Ecoli viability | MOR-DOR ag | PKA-R2B act |
| --- | --- | --- | --- | --- | --- | --- | --- | --- | --- | --- | --- |
| CCOc1ccc(CNC(=S)N/N=C/c2cccnc2)cc1 | 4 | 8 | 1 | -2 | 2 | 0.6 | 5.0 | -12 | 1.6 | -0.2 | -9 |
| O=C(c1nn2c(C(F)(F)F)cc(-c3ccco3)nc2c1Br)N1CCCc2ccccc21 | 6 | 10 | 10 | -6 | -4 | 0.9 | 4.1 | 21 | -0.5 | -2.2 | 2 |
| O=C(COC(=O)Cn1[nH]c(=O)c2ccccc2c1=O)Nc1c(Cl)cccc1C(F)(F)F | -7 | -2 | 19 | 16 | 0 | -0.8 | 4.5 | 10 | -2.2 | -3.5 | -4 |
| O=C(CNC(=O)c1ccccc1)OCc1nnc(-c2ccccc2)o1 | 3 | 24 | 10 | 5 | 0 | 1.9 | 0.7 | 15 | -0.9 | -1.9 | -3 |
| CC1CCCC(NC(=O)COC(=O)/C=C/c2ccc([N+](=O)[O-])cc2)C1C (stereo unspecified) | -4 | 30 | 11 | -5 | -8 | 3.2 | 3.2 | -21 | 0.4 | -2.6 | -5 |
| O=C(CN1CCN(CC(=O)Nc2ccc(-c3ccccc3)cc2)CC1)Nc1ccc(F)cc1 | -20 | -18 | 4 | -7 | 7 | 1.7 | 1.7 | 2 | 0.9 | -0.5 | 6 |
| CC(=O)c1cccc(Nc2nc(-c3sc(C)nc3C)cs2)c1 | 0 | 20 | 0 | -26 | 5 | -0.4 | -1.9 | -4 | -0.3 | 0.1 | -1 |
| CCCC(=O)Nc1ccc(NC(=O)CCc2ccccc2)cn1 | -1 | -1 | 0 | 10 | 4 | -1.1 | 1.3 | -27 | -1.1 | 0.0 | -7 |
| NS(=O)(=O)c1ccc(CCNC(=O)C(c2ccccc2)c2ccccc2)cc1 | 3 | -16 | 15 | -34 | 1 | -0.6 | 0.0 | -17 | -1.8 | -2.9 | 2 |
| Cc1ccc(C(=O)N2CCN(c3ccccn3)CC2)cc1[N+](=O)[O-] | 8 | -19 | 7 | 6 | -2 | 1.1 | 1.5 | -5 | 0.5 | -1.5 | -1 |
| CN(C(=O)CSc1ncn[nH]1)C1(C#N)CCCCC1 | -3 | 9 | 17 | 4 | -14 | 2.9 | -0.3 | -26 | 0.8 | -4.5 | -2 |
| COc1ccc(CCNC(=O)Cn2cccc2C(=O)c2ccccc2)c(OC)c1 | 2 | -6 | 10 | -32 | -6 | 2.9 | 0.8 | 13 | 3.5 | -1.9 | -7 |
| Cc1ccc(-n2nc3c(c2NC(=O)c2c(-c4ccccc4Cl)noc2C)CS(=O)(=O)C3)c(C)c1 | -1 | -13 | 8 | -11 | -10 | 1.4 | 5.0 | 3 | 1.2 | -1.5 | -5 |
| Cc1cc(C)n(CC(C)NC(=O)CCc2nnc(CCc3ccccc3)o2)n1 (stereo unspecified) | 4 | -9 | 7 | -48 | 5 | -0.6 | 1.7 | -33 | 0.6 | -1.5 | 6 |
| CCN(CC(=O)NCc1cccs1)C(=O)c1cc(Br)ccc1O | -9 | 7 | 17 | 0 | 4 | 2.4 | 1.8 | 5 | 2.3 | -4.3 | -1 |
| O=C(CSCc1ccccc1)N/N=C/c1ccccc1OCc1ccccc1 | 7 | 0 | -21 | 0 | -6 | 0.0 | 1.4 | 18 | -0.4 | 3.7 | -7 |
| Cc1nc(Nc2ccc(O)cc2)c2c3c(sc2n1)CCCC3 | 1 | -3 | -6 | 5 | -6 | 1.0 | · | 16 | 0.4 | 1.1 | -4 |
| C=C(C)COc1ccc2c(CC)cc(=O)oc2c1C | -5 | 7 | -22 | 33 | 2 | 4.3 | 0.3 | 5 | 0.3 | 4.5 | 6 |
| O=C(Nc1ccc2c(c1)OCCO2)C(c1ccc(F)cc1)N1CCCCC1 (stereo unspecified) | -3 | -6 | -6 | -20 | -1 | 3.5 | 1.3 | 12 | 1.3 | 1.0 | 5 |
| COc1ccccc1NC(=O)c1ccc2c(=O)n3c(nc2c1)CCC3 | 6 | · | 1 | -32 | 1 | · | 0.2 | 3 | · | -0.1 | -2 |
| O=C1/C(=C\Nc2ccccc2)CCN1c1ncccn1 | 0 | 1 | 11 | · | -2 | 3.0 | 4.3 | 10 | -1.1 | -2.3 | -4 |
| CCc1ccc(C(=O)c2cncc(Br)c2)cc1 | -6 | 37 | 14 | -1 | 4 | 1.9 | 3.2 | -21 | 2.8 | -2.7 | 2 |
| Cc1ccc(S(=O)(=O)Cc2cn3cccnc3n2)cc1 | 6 | · | 13 | · | -14 | · | -0.8 | 16 | · | -2.6 | -11 |
| O=C(Nc1cccc(Cl)c1)NC1(C(=O)NCc2cccs2)CCCCC1 | -7 | -7 | -105 | 4 | 2 | 2.1 | 3.9 | -9 | 2.1 | 18 | -9 |
| CCOc1ccc(CCNC(=O)c2cccc(S(=O)(=O)N3CCCC3)c2)cc1OCC | 13 | 0 | 13 | -10 | -8 | 0.8 | -1.3 | -2 | -0.3 | -1.9 | -10 |
| COc1cc2c(c(OC)c1)C(c1cccc(OC)c1OC)CC(=O)N2 (stereo unspecified) | -3 | 1 | 3 | 29 | -6 | -3.3 | 2.8 | -4 | -0.9 | -0.5 | 7 |
| CCC(C)(C)n1nnnc1C(c1cc2cc(C)cc(C)c2[nH]c1=O)N1CCCC1 (stereo unspecified) | -4 | 2 | 2 | -13 | 6 | 1.0 | 2.4 | 5 | -0.5 | -0.3 | -5 |
| CC(C)N=C1NN=C(c2cccs2)C(CC(=O)O)S1 (stereo unspecified) | -3 | -6 | 13 | 12 | -6 | 3.5 | -1.9 | 4 | -0.1 | -2.5 | 10 |
| COc1ccc(N(C)S(=O)(=O)c2cccc(C(=O)OCC(=O)Nc3sc4c(c3C#N)CCCCC4)c2)cc1 | -8 | -19 | 6 | 33 | 7 | 5.1 | 3.3 | 14 | -1.0 | -1.0 | -16 |
| COc1ccc(-c2c3c(nc4sc5c(=O)[nH]c(C)nc5c24)CCC3)cc1 | -4 | 11 | 5 | -70 | 1 | 3.3 | 1.6 | 17 | 0.0 | -1.3 | -2 |
| O=C(Nc1ccc2oc(-c3cccnc3)nc2c1)c1cc2ccccc2o1 | 2 | 4 | 2 | -15 | -2 | 1.6 | 1.7 | -12 | -0.8 | -0.5 | 6 |
| CC(NS(=O)(=O)c1ccc2c(c1)CC(=O)N2C)c1ccccc1 (stereo unspecified) | 22 | 79 | 14 | 15 | -6 | 0.7 | 2.7 | -7 | -1.6 | -2.5 | -1 |
| CC1CCCC(NC(=O)c2cccc(S(=O)(=O)N3CCCCC3)c2)C1C (stereo unspecified) | 0 | -11 | -14 | -16 | 2 | 1.5 | 0.0 | 8 | 1.8 | 2.6 | 7 |
| O=C(O)CC1(CC(=O)NCc2cc(F)cc3c2OCOC3)CCCCC1 | -12 | -19 | 14 | 5 | 3 | -1.1 | -0.5 | -21 | 0.4 | -2.8 | -8 |
| COC(=O)C1=C(C)N(c2cc(Cl)cc(Cl)c2)C(=O)C1 | -4 | 40 | -8 | -8 | -2 | 3.6 | 1.6 | 2 | -1.3 | 1.3 | 2 |
| O=C(NCCCn1ccnc1)c1csc2ccccc12 | -4 | -16 | -2 | · | 4 | 1.5 | 4.7 | -5 | 0.2 | 0.4 | -3 |
| NC(Cc1c[nH]c2ccccc12)C(=O)NCc1ccccc1 (stereo unspecified) | -7 | -9 | 13 | 0 | 3 | 3.3 | 2.2 | -14 | 0.8 | -2.6 | -2 |
| Cc1c(C(=O)N2CCCCC2)c(S(=O)(=O)N2CCC(C)CC2)c(C)n1C | -3 | 15 | 8 | -2 | 3 | 2.9 | -1.1 | -1 | -0.8 | -1.5 | 5 |
| O=C(c1ccncc1)N1CCN(CCc2ccccc2)CC1 | 8 | -5 | 17 | 4 | 0 | -1.4 | 3.8 | -7 | -1.2 | -3.5 | 4 |
| c1ccc(-c2ccc(-n3ccnc3)cc2)cc1 | 12 | 117 | 2 | 3 | -14 | -2.5 | -0.3 | 10 | 0.5 | -0.3 | 7 |
| O=C1NC(c2ccc3c(c2)OCO3)Oc2ccccc21 (stereo unspecified) | -3 | 61 | 12 | 3 | -14 | 0.0 | 2.3 | -8 | 0.3 | -2.3 | -7 |
| COC(=O)c1ccc(/C=N/NC(=O)C2CC(=O)N(c3ccc(OC)cc3)C2)cc1 (stereo unspecified) | 3 | -16 | 2 | 4 | -11 | -2.7 | 2.8 | -2 | -0.7 | -0.3 | -1 |
| O=C(Nc1ccc(S(=O)(=O)NCC2CCCO2)cc1)c1cccc(F)c1 (stereo unspecified) | -2 | -9 | -24 | -6 | 16 | 0.8 | 0.4 | -3 | -0.2 | 3.0 | 4 |
| COC(=O)c1c(N)c(C#N)c(C)n1-c1ccccc1 | 7 | 6 | 16 | 5 | 7 | 1.0 | 0.8 | 7 | 0.3 | -3.7 | 3 |
| CC(C)CNC(=O)c1cc(=O)[nH]c2ccc(S(=O)(=O)Nc3ccc(F)cc3)cc12 | -4 | 5 | -3 | 10 | 6 | -0.2 | 0.6 | 8 | 0.8 | 0.6 | -5 |
| Cc1noc(C(=O)Nc2cccnc2)c1Cl | -1 | -22 | 6 | 19 | 4 | 3.1 | 2.2 | -2 | 1.2 | -1.1 | 3 |
| CCOC(=O)N1CCC(N2CCCC(C(=O)c3cc(F)ccc3OC)C2)CC1 (stereo unspecified) | 3 | 26 | -14 | 9 | -6 | 2.4 | 5.8 | 15 | 4.4 | 1.9 | -8 |

Pulled by compound from the list above:
| structure | Tat export inh | SUMO Mot1 rescue | OPRM1-OPRD1 inv | PfHsp90 set2 | PKA-R1A act | AddAB inh | phage Ecoli inh | HTR5A inv ag | Ecoli viability | MOR-DOR ag | PKA-R2B act |
| --- | --- | --- | --- | --- | --- | --- | --- | --- | --- | --- | --- |
| CCOC(=O)N1CCC(N2CCCC(C(=O)c3cc(F)ccc3OC)C2)CC1 (stereo unspecified) | 3 | 26 | -14 | 9 | -6 | 2.4 | 5.8 | 15 | 4.4 | 1.9 | -8 |
| COC(=O)c1ccc(/C=N/NC(=O)C2CC(=O)N(c3ccc(OC)cc3)C2)cc1 (stereo unspecified) | 3 | -16 | 2 | 4 | -11 | -2.7 | 2.8 | -2 | -0.7 | -0.3 | -1 |
| Cc1noc(C(=O)Nc2cccnc2)c1Cl | -1 | -22 | 6 | 19 | 4 | 3.1 | 2.2 | -2 | 1.2 | -1.1 | 3 |
| O=C1NC(c2ccc3c(c2)OCO3)Oc2ccccc21 (stereo unspecified) | -3 | 61 | 12 | 3 | -14 | 0.0 | 2.3 | -8 | 0.3 | -2.3 | -7 |
| CC(C)CNC(=O)c1cc(=O)[nH]c2ccc(S(=O)(=O)Nc3ccc(F)cc3)cc12 | -4 | 5 | -3 | 10 | 6 | -0.2 | 0.6 | 8 | 0.8 | 0.6 | -5 |
| O=C(Nc1ccc(S(=O)(=O)NCC2CCCO2)cc1)c1cccc(F)c1 (stereo unspecified) | -2 | -9 | -24 | -6 | 16 | 0.8 | 0.4 | -3 | -0.2 | 3.0 | 4 |

Hits appear at their usual frequency. About 2.2% of those tested had a hit in this group.
